# From PubChem
# CHT inh: inhibits the human high affinity choline transporter. 0.86% of 310,000 active. B-score at 10 µM. CHT-expressing cells, membrane potential dye, choline response; hits give low values. Q9GZV3;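 active means B-score over 3 SD under the library average, and starting fluorescence ratio not unusually high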;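 further: choline stimulus applied at its EC90 after an EC20 pre-addition; B-score computed on integrated fluorescence ratio after choline addition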
# Target sequence (Q9GZV3 whole entry, looked up): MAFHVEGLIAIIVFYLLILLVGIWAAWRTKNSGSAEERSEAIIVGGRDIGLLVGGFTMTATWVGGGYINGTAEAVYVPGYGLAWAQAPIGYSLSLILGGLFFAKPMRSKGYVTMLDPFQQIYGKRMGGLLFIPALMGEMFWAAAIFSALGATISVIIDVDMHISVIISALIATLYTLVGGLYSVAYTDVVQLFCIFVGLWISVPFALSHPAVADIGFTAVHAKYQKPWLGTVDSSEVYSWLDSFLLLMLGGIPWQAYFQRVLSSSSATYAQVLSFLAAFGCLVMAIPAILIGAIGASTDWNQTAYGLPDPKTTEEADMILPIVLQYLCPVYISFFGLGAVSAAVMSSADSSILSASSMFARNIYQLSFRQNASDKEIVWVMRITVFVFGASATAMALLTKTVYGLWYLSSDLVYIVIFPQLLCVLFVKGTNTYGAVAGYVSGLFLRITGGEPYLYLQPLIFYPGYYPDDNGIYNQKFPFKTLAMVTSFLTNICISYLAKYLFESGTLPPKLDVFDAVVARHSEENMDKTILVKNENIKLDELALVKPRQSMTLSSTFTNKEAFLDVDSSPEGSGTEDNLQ
# KCNQ2 block: KCNQ2 channel blockers in CHO-K1 cells – cell-based, FluxOR thallium flux, B-score, primary screen (AID 2156); 20 min; hits give low values; B-score at 10 µM; O88943; 1.1% of 310,000 active;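 active means fluorescence ratio B-score at most minus 3 library SDs, with starting brightness B-score within 2 library SDs, cut at about -5.5 in these data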
# Kir21 inh: Kir2.1 (mouse) channel inhibition | P35561 | HEK293-Kir2.1, FluxOR thallium flux fluorescence; hits give low values | B-score at 10 µM | 0.85% of 310,000 active | AID 1672;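 active means fluorescence ratio B-score at or below minus 3 SD of library scores, with starting-brightness B-score within 2 SD, cut at about -4.2 in these data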;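 further: channel flux triggered by added potassium and thallium sulfate stimulus; B-score of peak minus minimum fluorescence over baseline after thallium stimulus; more negative B-score means stronger Kir2.1 block with less thallium influx; some compounds called inactive have numbers as strong as hits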
# Target sequence (P35561 whole entry, looked up): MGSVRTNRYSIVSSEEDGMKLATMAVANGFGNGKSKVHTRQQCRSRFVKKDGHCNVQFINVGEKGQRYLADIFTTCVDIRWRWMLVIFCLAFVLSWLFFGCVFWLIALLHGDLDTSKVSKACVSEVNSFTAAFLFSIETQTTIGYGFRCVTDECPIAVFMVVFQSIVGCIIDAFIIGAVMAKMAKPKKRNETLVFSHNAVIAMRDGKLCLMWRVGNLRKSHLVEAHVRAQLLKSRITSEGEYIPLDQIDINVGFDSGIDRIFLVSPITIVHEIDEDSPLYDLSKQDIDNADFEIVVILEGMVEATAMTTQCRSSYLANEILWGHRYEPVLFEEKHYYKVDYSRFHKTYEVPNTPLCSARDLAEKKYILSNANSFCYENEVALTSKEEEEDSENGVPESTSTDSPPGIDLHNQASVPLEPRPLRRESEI
# * = called active by the depositor; i = inactive. Outcome played no part in choosing rows; about 2.6% have a hit in one of these screens.
CHT inh	KCNQ2 block	Kir21 inh	smiles
i	i	-0.2	CN(C)c1ccc(C2Nc3ccccc3C(=O)N2NS(=O)(=O)c2ccccc2)cc1 (configuration not stated)
i	i	0.47	COc1ccccc1NC(=O)c1c(N=Cc2c(O)ccc3ccccc23)cnn1C
i	i	2.9	CCN(CC)CCn1c2c(c(SCC(=O)Nc3ccc(C)c(F)c3)nc1=O)CCC2
i	i	-0.39	CCn1c(=O)c([N+](=O)[O-])c(NCC(O)c2ccccc2)c2ccccc21 (configuration not stated)
i	i	0.15	O=C(/C=C/c1ccc(Br)cc1)N1CCN(Cc2ccccc2)CC1
i	i	1.4	O=C(N/N=C/c1ccccn1)c1cccc(NC(=O)c2ccc(Cl)cc2)c1
i	i	0.06	CCCc1cc(-c2n[nH]c(=S)n2CC)cs1
i	i	0.63	COC(=O)c1ccccc1S(=O)(=O)N1CCC(C(=O)OCc2cccc(OC)c2OC)CC1
i	i	1.3	CCOc1ccc2[nH]c(=O)c(CN(CCO)C(=O)c3ccc(Br)cc3)cc2c1
i	i	-2.9	COc1ccc(S(=O)(=O)Nc2cccc(Cl)c2)cc1OC
i	i	-0.78	CC(=O)Nc1ccc(NC(=O)COC(=O)Cc2c[nH]c3ccccc23)cc1
i	i	0.22	Cc1cc(Cl)ccc1OCC(=O)NN1C(=O)C2C3C=CC(C3)C2C1=O (configuration not stated)
i	i	-0.18	O=C(CN1C(=O)S/C(=C/c2ccccn2)C1=O)N1CCOCC1
i	i	0.78	C(=N\N1CCOCC1)/c1ccsc1
i	i	0.79	CCS(=O)(=O)N1CCN(Cc2c[nH]c3ccccc23)CC1
i	i	-0.68	COc1ccccc1-c1nnc(SCC(=O)c2ccc(C3CCCCC3)cc2)n1Cc1ccco1
i	i	0.23	COc1ccc(N(C)C(=O)c2cnc(N3CCN(c4ncccn4)CC3)c3ccccc23)cc1
i	i	-0.03	O=C(c1ccco1)N1CCN(CC(O)Cn2c3ccccc3c3ccccc32)CC1 (configuration not stated)
i	i	-0.05	Cc1cc(C)cc(OCCCCCNCCO)c1
i	i	0.42	CC(=O)c1ccc(N2CCN(C(=O)C3CCCN3S(=O)(=O)c3cccc4nsnc34)CC2)cc1 (configuration not stated)
i	i	1.9	CCCCCn1c(=N)c(S(=O)(=O)c2ccc(Cl)cc2)cc2c(=O)n3cccc(C)c3nc21
i	i	-4.7*	O=S(=O)(c1ccc(Cl)cc1)N1CCCC1c1nc2ccccc2s1 (configuration not stated)
i	i	-0.14	C=CCNC(=O)c1ccc(N(Cc2ccccc2)S(C)(=O)=O)cc1
i	i	-0.71	CCOc1ccccc1NC(=O)C1=C(C)NC(=O)NC1c1cccs1 (configuration not stated)
i	i	0.76	O=C(O)CSc1nnc(Cn2cnc3ccccc32)n1CCc1ccccc1
i	i	-0.06	O=C(c1ccco1)N1CCCN(C(=O)c2ccco2)CC1
i	i	0.23	O=c1[nH]c(SCc2ccc([N+](=O)[O-])cc2)nc2[nH]ncc12
i	i	0.15	Cc1ccc2ncccc2c1[N+](=O)[O-]
i	i	-0.73	Cc1cccc(NC(=O)Cn2nc(C(F)(F)F)cc2C2CC2)c1
i	i	0.64	Cc1cnc(NC(=O)c2ccc(OCC3CCCO3)cc2)s1 (configuration not stated)
i	i	0.34	O=C(CN1CCN(Cc2ccccc2F)C1=O)NCc1ccco1
i	i	1.5	CCCCCOc1ccc(/C=C/c2c([N+](=O)[O-])c(=O)n(C)c(=O)n2C)cc1
i	i	-0.06	CCOC(=O)c1ccc(NCc2ccc3c(c2)OCO3)cc1
i	i	-0.94	O=C(O)C(CO)N=Cc1c(O)c2ccccc2oc1=O (configuration not stated)
i	i	-5.1	CC(C)[C@H](NC(=O)c1ccc(C(C)(C)C)cc1)C(=O)Nc1nnc(C2CC2)s1
i	i	-1.3	COc1cc(/C=N/NC(=O)CC23CC4CC(CC(C4)C2)C3)cc(Br)c1OCC(=O)N(C)C
i	i	0.06	O=C(Nc1ncc(Cc2cccc(Cl)c2)s1)C1CCCO1 (configuration not stated)
i	i	-0.68	O=C(Cn1ncc2c([nH]c3ccccc32)c1=O)N1CCN(c2ccccn2)CC1
i	i	1	CCN(CC)S(=O)(=O)c1ccc(Cl)c(C(=O)Nc2nncs2)c1
i	i	1.2	Nc1cc(=O)nc(SCC(=O)N(C2CCCCC2)C2CCCCC2)n1-c1ccccc1
i	i	0.7	Cc1ccc(NC(=O)c2ccc(S(=O)(=O)NCc3cccnc3)cc2)c(C)c1
i	i	-0.97	CCCCN(C)C1CCN(C(=S)Nc2ccc(OC)cc2)CC1
i	i	0.05	CCN(CC(=O)Nc1c(F)cccc1F)C(=O)C1CC1C (configuration not stated)
i	i	0.15	CCc1ccccc1NC(=S)N(CCN1CCCCC1)Cc1ccco1
i	i	-3.3	O=C(O)C1CCCCC1C(=O)Nc1cccc2ccccc12 (configuration not stated)
i	i	-4.6*	O=[N+]([O-])c1ccc(S(=O)(=O)N2CCSC2c2ccco2)cc1 (configuration not stated)
i	i	0.07	CCN(Cc1cnn(C)c1)C(=O)C1CCC(=O)N(CCc2ccc(OC)cc2)C1 (configuration not stated)
i	i	0.03	CCN(CC)CCCNC(=O)c1ccc(OCC(=O)Nc2ccccc2C(F)(F)F)c(OC)c1
i	i	1.1	CCOc1ccc(C(=O)NCC(=O)N2CCCC2)cc1
i	i	-0.94	CCOc1ccc(CN(C)C(=O)NNC(=O)c2ccc(C)cc2)cc1OC
i	i	-1.2	O=C(NC(NC(=S)Nc1ccc(Cl)cc1Cl)C(Cl)(Cl)Cl)c1cccc([N+](=O)[O-])c1 (configuration not stated)
i	i	-0.08	COc1ccc(C(=O)NC2CCN(CC(=O)NCc3cccc(OC)c3)CC2)cc1
i	i	0.08	Cc1ccc(C(=O)NCC(=O)N2CCN(S(=O)(=O)c3cccs3)CC2)s1
i	i	-0.43	CCC(c1nnnn1Cc1ccccc1)N(Cc1ccco1)Cc1cc2cc(OC)ccc2[nH]c1=O (configuration not stated)
i	i	0.25	O=C(N/N=C(\c1ccccc1)c1cccnc1)C(O)(c1ccccc1)c1ccccc1
i	i	1.2	CC(=O)ON1C(C)(C)CC(OC(=O)c2ccccc2)CC1(C)C
i	i	0.32	O=c1[nH][nH]c(C(F)(F)F)c1C=Nc1cccc(Cl)c1
i	i	0.1	CN(CC(=O)Nc1ccc(S(N)(=O)=O)cc1)Cc1ccccc1F
i	i	2.2	CN(C)c1ccc(/C=N/NC(=O)c2sccc2-n2cccc2)cc1
i	i	-0.57	COc1ccc(O)c(/C=N/NS(=O)(=O)c2ccc(C)cc2)c1

# Continued.
CHT inh	KCNQ2 block	Kir21 inh	smiles
i	i	0	Cc1cc(C)c(OCCN(C)Cc2ccccc2)c(Br)c1
i	i	0.02	COc1ccc(S(=O)(=O)c2nnn(-c3ccccc3Cl)c2N)cc1
i	i	-1.6	O=C(Nc1ccccc1)NC1CCCCCCC1
i	i	1.5	CCOC(=O)CC(NS(=O)(=O)c1ccc2[nH]c(=O)sc2c1)c1ccc(C)cc1 (configuration not stated)
i	-5.8*	-0.57	CCOC(=O)CSc1nc2ccccc2c(=O)n1C1CCCC1
i	i	-2.1	O=C1[C@@H]2CSCN2C(=O)CN1Cc1c(F)cccc1Cl
i	i	-0.21	Cc1cccc(NC(=O)c2ccc(S(=O)(=O)C(F)F)cc2)c1C
i	i	2	CC1(C)NC(=O)N(CCCCOc2ccc3ccccc3c2Cl)C1=O
i	i	2.5	COC(=O)[C@H](C)NC(=O)Nc1ccc(OC(F)(F)F)cc1
i	i	-0.28	COc1cccc(NC(=O)CSc2ccc(-c3ccco3)nn2)c1
i	i	1.3	CC(=O)Nc1ccc(C(O)(C(F)(F)F)C(F)(F)F)cc1
i	i	-0.02	COC(=O)CSC1=C(C#N)C(c2ccc(F)cc2)CC(=O)N1 (configuration not stated)
i	i	-2.4	Cc1nnc(N2C(=O)C(O)=C(C(=O)c3ccco3)C2c2cccc3ccccc23)s1 (configuration not stated)
i	i	-2.4	COc1ccc2[nH]cc(CCNS(=O)(=O)c3ccc(C)cc3)c2c1
i	i	-1	Cc1ccc(NC(=O)C2=C(O)c3ccccc3N(C)S2(=O)=O)cc1

# Reprinted from the part before: 3 compounds; new compounds follow.
CHT inh	KCNQ2 block	Kir21 inh	smiles
i	i	-2.4	Cc1nnc(N2C(=O)C(O)=C(C(=O)c3ccco3)C2c2cccc3ccccc23)s1 (configuration not stated)
i	i	-2.4	COc1ccc2[nH]cc(CCNS(=O)(=O)c3ccc(C)cc3)c2c1
i	i	-1	Cc1ccc(NC(=O)C2=C(O)c3ccccc3N(C)S2(=O)=O)cc1
i	i	0.85	Cc1cc(C)n(-c2nnc3c4ccccc4n(C)c3n2)n1
i	i	0.09	Cn1c(=O)c2c(ncn2CC(=O)N/N=C/c2ccco2)n(C)c1=O
i	i	-0.77	S=C(NCc1ccccn1)Nc1ccc(Cl)c(Cl)c1
i	i	0.87	Cc1ccc(-n2c(O)c(/C=C3/C(c4ccccc4)=Nc4ccccc43)c(=O)[nH]c2=O)cc1
i	i	-2.7	CNc1ccc(Br)cc(C(=O)/C=C/c2ccc(OC)cc2OC)c1=O
i	i	-1	CN(CC(=O)NCc1ccc(Cl)cc1)S(=O)(=O)c1cccc2nsnc12
i	i	-0.8	COc1ccc(C(=O)Nc2ccnn2C2CCN(Cc3ccncc3)CC2)cc1
i	i	-1.2	COc1ccccc1-c1ccc(SCC(=O)NC2CCCCC2)nn1
i	i	-0.73	CCCCn1c(=O)n(CC(=O)Nc2c(CC)cccc2CC)c(=O)c2c1nc(CO)n2CCC
i	i	0.53	COc1ccc(NC(=S)N/N=C2\CC(C)(C)Oc3ccc(O)cc32)cc1
i	i	-1.4	CC1(C)CC(=O)c2c(O)cc(OCC(=O)NCCc3ccc(S(N)(=O)=O)cc3)cc2O1
i	i	0.05	Nc1ccc(-c2nc3ccc(N)cc3s2)cc1
i	i	0.14	C[C@@H](C(=O)OCn1nnc2ccccc2c1=O)N1C(=O)C2CCCCC2C1=O (some centres not stated)
i	i	-0.26	CC(=O)NCCC(=O)N1CCc2c([nH]c3ccccc23)C1c1cccc(C)c1 (configuration not stated)
i	i	1.3	COC(=O)c1ccc(-c2ccc(F)cc2)nc1C
i	i	-1.7	COc1ccc(C(=O)C(c2ccccc2)N2CCOCC2)cc1 (configuration not stated)
i	i	0.04	Cc1ccc(C(NC(=O)N2CCOCC2)C(Cl)(Cl)Cl)cc1F (configuration not stated)
i	i	0.01	CCCCOc1ccc(/C=C(\C#N)C(=O)NC2CC2)cc1
i	i	-0.47	COc1c2ccoc2nc2c(OC)c(O)ccc12
i	i	-1.3	CCOc1cc(CNS(=O)(=O)c2cn(C)cn2)cc(OCC)c1OCC
i	i	0.31	CC(NC(=O)c1ccccc1)C(=O)OCC(=O)N1c2ccccc2Sc2ccccc21 (configuration not stated)
i	i	-13*	COCCCNCCOc1ccc(C(C)(C)c2ccccc2)cc1
-6.4*	i	-0.19	O=C(O)c1cccc(N/N=C(\N=Nc2ccccc2)c2ccccc2)c1
i	i	0.56	CCOC(=O)Cc1csc(NS(=O)(=O)c2ccccc2)n1
i	i	0.4	CCN(C(=O)c1c(OC)cccc1OC)c1nnc(-c2cccnc2)s1
i	i	0	O=C(CSCc1ccccc1Cl)Nc1c[nH]c(=O)[nH]c1=O
i	i	-0.43	O=C(Nc1ccc2ccccc2c1)C(=O)C1C(=O)Nc2ccccc21 (configuration not stated)
i	i	-2.3	O=C(NCc1ccccn1)C(=O)NCC1OCCN1C(=O)c1ccc(Cl)cc1 (configuration not stated)
i	i	0.56	COc1ccc(CN(C(=O)c2cc(=O)c3ccccc3o2)C2CCS(=O)(=O)C2)cc1 (configuration not stated)
i	i	1.3	CCC1CCCCN1CCCNC(=O)c1c(O)nc2cc(C)ccn2c1=O (configuration not stated)

# Reformatted in CSV form: entries from further up
canonical_smiles,CHT inh,KCNQ2 block,Kir21 inh
CC(NC(=O)c1ccccc1)C(=O)OCC(=O)N1c2ccccc2Sc2ccccc21 (configuration not stated),i,i,0.31
O=C(CSCc1ccccc1Cl)Nc1c[nH]c(=O)[nH]c1=O,i,i,0
CCOc1cc(CNS(=O)(=O)c2cn(C)cn2)cc(OCC)c1OCC,i,i,-1.3

# Next records.
CHT inh	KCNQ2 block	Kir21 inh	smiles
i	i	-0.08	CN(C(=O)c1ccccc1-c1ccccc1C(=O)O)c1ccccc1
i	i	-3.7	CCCCn1c(=N)n(CC(O)COc2ccccc2)c2ccccc21 (configuration not stated)
i	i	1.4	O=C(O)COc1ccccc1/C=N/NC(=O)CSc1nc2ccccc2n1Cc1ccc(Cl)cc1
i	i	-0.2	Cc1ccccc1C(=O)NNC(=O)CSc1nc2ccccc2c(=O)[nH]1
i	i	-0.04	CCN(CC)CCN(C(=O)c1ccc2c(c1)OCCO2)c1nc2cc(C)cc(C)c2s1
i	i	0.02	CC(Oc1ccc(Br)cc1)C(=O)N(C)CC(=O)Nc1ccc(N2CCOCC2)cc1 (configuration not stated)
i	i	-0.42	COc1cccc(-c2nnc3n2N=C(C(C)(C)C)CS3)c1
i	i	0.63	COC(=O)c1c(C)n(-c2ccc(C)cc2)c2ccc(O)cc12

# Three entries already listed, sorted by their value in Kir21 inh, highest first:
CHT inh	KCNQ2 block	Kir21 inh	smiles
i	i	1.4	O=C(O)COc1ccccc1/C=N/NC(=O)CSc1nc2ccccc2n1Cc1ccc(Cl)cc1
i	i	0.02	CC(Oc1ccc(Br)cc1)C(=O)N(C)CC(=O)Nc1ccc(N2CCOCC2)cc1 (configuration not stated)
i	i	-0.2	Cc1ccccc1C(=O)NNC(=O)CSc1nc2ccccc2c(=O)[nH]1
